Assay outcomes deposited in PubChem by several laboratories.
CHRM5 antagonist: blocks acetylcholine activation of human M5 receptor. CHO-hM5 cells, Fluo-8 calcium fluorescence, ACh EC80. inhibition, % at 3 µM. P08912. hit rate 0.59% among 360,000. AID 624040;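 active = inhibition above a per-plate cutoff, the mean of that plate's test compounds plus 3 SD, cut at about 27% in these data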;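 note: 0% = acetylcholine EC80 with DMSO and 100% = DMSO without agonist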
M5 ag: agonists of human muscarinic M5 receptor (CHRM5); CHO-K1 hM5 cells, Fluo-8 calcium fluorescence; 0% DMSO wells, 100% maximal acetylcholine response; hit rate 0.19% among 360,000; AID 624037; activation, % at 3 µM;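 active = activation above the run's mean over test compounds plus 3 SD, cut at about 23% in these data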;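 note: signal is peak over basal fluorescence ratio across the kinetic read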
CRFR2-BP ag: CRF-BP/CRF-R2 complex agonism; HEK293 CRF-R2/CRF-BP, calcium dye fluorescence (FLIPR); percent of saturating CRF peptide response; activation, % at 13.2 µM; hit rate 0.46% among 350,000;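 active = activation of at least 50%, plus an integration ratio under a set limit after plate pattern correction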;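 note: plate controls were neutral control wells without compound for no effect and CRF at EC100 for full effect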
CHRM5 PAM: CHRM5 positive allosteric modulation; CHO-K1 hM5, Fluo-8 calcium, ACh EC20 PAM; 0% = ACh EC20, 100% = ACh EC100; activation, % at 3 µM; hit rate 0.3% among 360,000; AID 624038;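 active = activation above the run cutoff, the mean activation of all test compounds plus 3 SD, cut at about 18% in these data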
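System: CHO-K1 cell line with stable human muscarinic M5 receptor expression | Also added: EC20 acetylcholine as agonist stimulus | Compound: One concentration, 3 µM final (nominal) | Timing: Fluo-8 loading 80 min at 37 °C plus 30 min room temperature | Measured by: Fluo-8 calcium dye fluorescence, kinetic read | Read-out basis: % activation, ACh-normalized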
CRFBP-R2 block: blocks CRF-induced signaling of the CRF-BP/CRF-R2 complex. HEK293 CRF-R2/CRF-BP, CRF-induced calcium fluorescence. inhibition, % at 11.8 µM. hit rate 0.59% among 350,000;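 active = inhibition of the ligand-induced calcium signal above about 50% at the single tested concentration, limit read from the data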
M4 antag: CHRM4 antagonism in calcium assay. CHO-hM4 cells, ACh EC80, Fluo-8 calcium fluorescence. inhibition, % at 3 µM. hit rate 0.73% among 360,000. AID 624125;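 active = inhibition above its plate's cutoff, the mean inhibition of sample wells plus 3 SD, cut at about 27% in these data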;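 note: 0% = acetylcholine EC80 with DMSO and 100% = DMSO without agonist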
Target sequence (P08173 whole entry, looked up): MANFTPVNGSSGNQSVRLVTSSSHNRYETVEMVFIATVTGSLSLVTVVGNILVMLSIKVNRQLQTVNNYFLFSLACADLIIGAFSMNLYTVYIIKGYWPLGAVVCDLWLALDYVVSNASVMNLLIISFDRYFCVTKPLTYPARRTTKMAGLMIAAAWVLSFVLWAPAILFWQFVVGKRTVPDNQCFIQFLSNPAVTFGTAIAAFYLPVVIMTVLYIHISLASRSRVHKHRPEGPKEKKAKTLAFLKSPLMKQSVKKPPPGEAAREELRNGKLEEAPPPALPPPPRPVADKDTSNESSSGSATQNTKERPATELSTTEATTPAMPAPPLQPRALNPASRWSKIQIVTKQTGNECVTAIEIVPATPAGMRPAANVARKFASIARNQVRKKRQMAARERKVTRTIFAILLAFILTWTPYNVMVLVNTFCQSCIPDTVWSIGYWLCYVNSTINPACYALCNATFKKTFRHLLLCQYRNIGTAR
M4 ag: agonists of human muscarinic M4 receptor (CHRM4) | activation, % at 3 µM | CHO-K1 hM4/Gqi5, Fluo-8 calcium fluorescence; vehicle 0%, full acetylcholine response 100% | hit rate 0.14% among 360,000;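 active = activation above the run mean over all test wells plus 3 SD, cut at about 32% in these data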;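 note: peak over basal fluorescence ratio per well then scaled between controls; 0% = DMSO wells and 100% = acetylcholine at EC100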
M1 PAM: potentiates human M1 receptor response to acetylcholine | hit rate 0.088% among 360,000 | CHO-K1 hM1, Fluo-8 calcium fluorescence, ACh EC20; 0% = ACh EC20, 100% = maximal ACh | activation, % at 3 µM | AID 588819; in the data active = activation above about 19%, passing the limit was not always enough
Target sequence (P11229 whole entry, looked up): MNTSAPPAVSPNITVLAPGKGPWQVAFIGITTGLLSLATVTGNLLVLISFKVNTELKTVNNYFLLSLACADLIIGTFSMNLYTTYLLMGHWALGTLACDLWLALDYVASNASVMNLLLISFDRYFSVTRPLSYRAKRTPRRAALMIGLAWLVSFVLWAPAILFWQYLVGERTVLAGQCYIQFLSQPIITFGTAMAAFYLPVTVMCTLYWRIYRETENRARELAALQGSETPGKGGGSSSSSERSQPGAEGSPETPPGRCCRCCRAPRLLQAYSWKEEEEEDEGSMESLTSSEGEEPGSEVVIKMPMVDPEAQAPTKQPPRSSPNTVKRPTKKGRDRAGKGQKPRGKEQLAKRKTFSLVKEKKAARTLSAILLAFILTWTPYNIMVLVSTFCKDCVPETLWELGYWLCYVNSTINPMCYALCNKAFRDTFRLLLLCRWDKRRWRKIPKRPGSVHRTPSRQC
CHRM4 PAM: CHRM4 positive allosteric modulation; hit rate 0.4% among 360,000; activation, % at 3 µM; CHO-K1 hM4/Gqi5, Fluo-8 calcium fluorescence, ACh EC20; 0% = ACh EC20, 100% = maximal ACh; AID 624126; P08173;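 active = activation above its plate's cutoff, the mean activation of sample wells plus 3 SD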; note: some results filed as inactive read as strong as hits
Active calls of the source: *; x = no result given.

SMILES	CHRM5 antagonist	M5 ag	CRFR2-BP ag	CHRM5 PAM	CRFBP-R2 block	M4 antag	M4 ag	M1 PAM	CHRM4 PAM
CC1CN(C(=O)CN2C(=O)NC3(CCCCCC3)C2=O)CC(C)O1 (configuration not stated)	8	0	-0.5	0	-23	4	0	5	-4
COc1ccccc1NS(=O)(=O)c1ccc2c(c1)OCCO2	-12	-4	-3.0	0	11	-24	6	6	3
CC1(C)Cc2c(C#N)c(OCC(=O)c3ccc(Cl)cc3)nc(-c3ccco3)c2CO1	1	-3	5.1	-2	18	1	0	0	2
O=C(/C=C/c1ccco1)Nc1cccc2cccnc12	-6	-1	30	9	-22	-4	2	7	9
CN1\C(=C/C=C/C=C/C=[N+](C)C)C(C)(C)c2ccccc21	9	38*	49	-9	-75	21	8	-20	-14
Cc1ccc(C(=O)Nc2ccc(N3CCN(C(=O)c4cccs4)CC3)cc2)c(Cl)c1	14	-3	-0.9	-4	4	1	7	1	0
NS(=O)(=O)c1ccc(NC(=O)Nc2ccc(S(N)(=O)=O)cc2)cc1	-2	5	0.2	11	0	9	0	8	-1
CCOC(=O)c1ccc(S(=O)(=O)NNC(=O)COc2ccc(C)cc2)cc1	-4	-3	-1.4	2	7	-6	1	1	-2
O=[N+]([O-])c1ccc(/C=N/Nc2nc3ccccc3o2)cc1	4	-3	-0.6	0	8	-6	2	5	6
Cc1ccc(CN2CCN(Cc3cnc(C)s3)CC2CCO)o1 (configuration not stated)	-2	-2	-0.2	2	-1	8	0	9	0
O=C(NN=C1CCCCCC1)c1c[nH]c2ccccc12	20	0	1.6	-9	1	11	1	8	-3
CN1CCN(c2ccc(C(CC(N)=O)NC(=O)Cc3cccc4ccccc34)cc2[N+](=O)[O-])CC1 (configuration not stated)	0	2	-1.1	1	0	5	0	5	3
CC(C)n1cc(CNC(=O)C2CCC(=O)N(Cc3ccccc3F)C2)cn1 (configuration not stated)	2	-2	-1.1	0	-5	9	0	1	-1
CCCCC(NC(=O)c1cccc(Br)c1)C(=O)O (configuration not stated)	4	-2	-3.9	-9	3	-5	0	-3	1
CC1CCCC(NC(=O)c2ccc(F)c(S(=O)(=O)N3CCOCC3)c2)C1C (configuration not stated)	0	2	-2.3	-6	8	-1	4	9	2
CCOC(=O)C1CCCN(C(=O)c2cccs2)C1 (configuration not stated)	11	-2	-0.2	0	4	-8	0	13	4
Cc1cc(C(=O)OCC(=O)Nc2ccccc2F)c(C)o1	-6	-1	2.5	-1	-4	-6	1	-1	6
OCCN1c2ccccc2CCc2ccccc21	-3	-4	-3.0	5	20	-8	-1	12	3
O=C(CCNC(=O)c1ccc([N+](=O)[O-])cc1)Nc1cc(C(F)(F)F)ccc1N1CCOCC1	7	2	-0.6	1	-21	-7	2	2	1
O=C(N/N=C/c1ccco1)c1ccc(NC(=O)c2ccc(Cl)cc2)cc1	8	1	2.5	-3	6	7	3	10	1
C[C@H](NC(=O)c1nc[nH]c1C(=O)N[C@@H](C)C(=O)OCc1ccccc1)C(=O)OCc1ccccc1	12	-5	-0.2	-9	9	3	4	-5	7
CCCn1c(SCC(=O)c2cc(OC)ccc2OC)nc2c1c(=O)n(C)c(=O)n2C	3	-1	0.2	-4	-5	3	1	0	-7
CN(C)C=Nc1nonc1-c1ncn[nH]1	0	-2	10	-3	20	3	0	-2	5
O=C(Cc1ccc(F)cc1)OCN1C(=O)c2ccccc2C1=O	5	-4	-0.8	-3	7	1	2	-2	4
O=C(NCCN1CCc2ccccc2C1)C1CCN(S(=O)(=O)N2CCCCC2)CC1	-7	-3	0.2	8	-11	-7	1	-1	-5

Structural class: the entries above with fluorine
SMILES	CHRM5 antagonist	M5 ag	CRFR2-BP ag	CHRM5 PAM	CRFBP-R2 block	M4 antag	M4 ag	M1 PAM	CHRM4 PAM
CC(C)n1cc(CNC(=O)C2CCC(=O)N(Cc3ccccc3F)C2)cn1 (configuration not stated)	2	-2	-1.1	0	-5	9	0	1	-1
CC1CCCC(NC(=O)c2ccc(F)c(S(=O)(=O)N3CCOCC3)c2)C1C (configuration not stated)	0	2	-2.3	-6	8	-1	4	9	2
Cc1cc(C(=O)OCC(=O)Nc2ccccc2F)c(C)o1	-6	-1	2.5	-1	-4	-6	1	-1	6
O=C(CCNC(=O)c1ccc([N+](=O)[O-])cc1)Nc1cc(C(F)(F)F)ccc1N1CCOCC1	7	2	-0.6	1	-21	-7	2	2	1
O=C(Cc1ccc(F)cc1)OCN1C(=O)c2ccccc2C1=O	5	-4	-0.8	-3	7	1	2	-2	4

Further entries follow:
SMILES	CHRM5 antagonist	M5 ag	CRFR2-BP ag	CHRM5 PAM	CRFBP-R2 block	M4 antag	M4 ag	M1 PAM	CHRM4 PAM
Cc1ccc2sc(NC(=O)C3CC3)nc2c1C	13	-4	-1.1	-9	-20	-8	3	0	9
O=C(NCc1nnc(SCc2ccc(F)cc2)n1-c1ccc(F)cc1)C12CC3CC(CC(C3)C1)C2	3	2	-0.6	8	-33	1	2	7	6
O=[N+]([O-])c1cccc(S(=O)(=O)N2CCCCC2c2cccnc2)c1 (configuration not stated)	3	-3	-1.1	-9	9	3	2	-5	-5
O=C(c1ccccc1)c1ccc(OCC(O)CNCc2ccc(F)cc2)cc1 (configuration not stated)	6	2	4.3	0	-33	1	8	10	-11
CCn1ncc(Br)c1C(=O)Nc1sc2c(c1C(N)=O)CCC2	6	0	0.0	-2	-16	4	1	8	2
CCN(CC)c1ccc(/C=N/N2CCN(Cc3ccccc3Cl)CC2)cc1	-17	-6	-0.3	1	-2	-16	1	10	-3
O=Cc1ccc(OCC(=O)Nc2ccccc2C(F)(F)F)cc1	0	2	-2.1	1	-5	2	0	2	-2
CN(CCc1ccccc1)C1CCCN(S(=O)(=O)c2cccc(F)c2)C1 (configuration not stated)	4	-23	-0.2	-9	7	13	0	-15	-11
COC(=O)c1sccc1NC(=O)COc1ccc(C)cc1	10	-4	-0.1	-12	-34	-2	5	5	-13
O=C(NCC(=O)N1CCCCC1)c1ccc2ccccc2c1	5	-1	-1.2	3	2	7	2	17	-2
Cc1cc2nc(-c3cccc(Cl)c3)c(CC(C)(C)C)n2c(C)c1Br	4	2	x	-4	x	-10	3	0	5
COc1ccc(-c2csc(NC(C)c3nc4cc(C(=O)NCCCO)ccc4n3Cc3ccc(C)cc3)n2)cc1 (configuration not stated)	6	-3	1.9	-3	-9	-1	2	14	14
CCOc1cc(N2CCOCC2)c(OCC)cc1NC(=O)c1cnccn1	4	0	-1.5	-2	15	-23	2	23	11
CCCCCCCCN1C(=O)[C@H](CC(=O)NCCCOCCCC)C[C@@]2(C(=O)OCC)CCCC=C12	2	-2	x	-7	x	-5	-3	x	1
CS(=O)(=O)c1nc2c(cc1C#N)CCCC2	1	1	-1.9	8	-9	-9	1	-8	8
N#CC1(NC(=O)CSc2nc3ccccc3o2)CCCCC1	16	-3	0.9	-7	9	-6	2	8	7
C/C(=N\Nc1nc(C)cc(C)n1)c1ccc(N2CCOCC2)cc1	1	2	4.3	4	18	0	2	0	4
CN1CCN(CCCNC(=O)c2nnc(Cc3c(F)cccc3Cl)o2)CC1	-1	-1	3.5	0	4	3	0	-1	-11
O=C(NC(C(=O)N/N=C/c1ccncc1)c1n[nH]c(=O)c2ccccc12)c1ccccc1 (configuration not stated)	-6	2	-0.7	17	4	-2	1	23	1
O=C(NCCc1ccc(Cl)cc1)c1cccs1	-1	5	-0.5	1	8	-1	2	3	1
COc1cc(OC)c(C2C(C(=O)O)c3ccccc3C(=O)N2C)cc1OC (configuration not stated)	0	-4	0.5	-4	-11	-6	1	1	-2
CCCn1c(=O)c(C(=O)NNC(=O)Cc2ccccc2)c(O)c2ccccc21	-2	2	6.8	2	-2	6	2	8	-1
CCOc1ccc(/C=C/C(=O)Oc2ccc(OC)cc2)cc1	-13	6	1.8	4	37	4	0	7	0
O=C(Nc1ccccc1)Nc1cccc(Cl)c1Cl	16	-1	11	-15	17	-1	6	-5	1
CC(C(=O)N1CCCCC1)N(C)CC(=O)Nc1ccc(F)c(F)c1F (configuration not stated)	1	1	-0.8	-1	9	-16	0	5	6

Three entries out of the list, ordered by number of heavy atoms, ascending.
SMILES	CHRM5 antagonist	M5 ag	CRFR2-BP ag	CHRM5 PAM	CRFBP-R2 block	M4 antag	M4 ag	M1 PAM	CHRM4 PAM
Cc1ccc2sc(NC(=O)C3CC3)nc2c1C	13	-4	-1.1	-9	-20	-8	3	0	9
CN1CCN(CCCNC(=O)c2nnc(Cc3c(F)cccc3Cl)o2)CC1	-1	-1	3.5	0	4	3	0	-1	-11
O=C(c1ccccc1)c1ccc(OCC(O)CNCc2ccc(F)cc2)cc1 (configuration not stated)	6	2	4.3	0	-33	1	8	10	-11

Continuation.
SMILES	CHRM5 antagonist	M5 ag	CRFR2-BP ag	CHRM5 PAM	CRFBP-R2 block	M4 antag	M4 ag	M1 PAM	CHRM4 PAM
CCOC(=O)C1CCCN(C2CC(=O)N(c3ccccc3)C2=O)C1 (configuration not stated)	-1	0	-2.2	5	67*	4	1	1	13
CCOC(=O)C1CCN(C(=O)/C(C)=C\c2ccccc2)CC1	5	-2	0.4	-4	-2	-14	4	11	7
Cc1ccc(OCC(=O)Nc2ccc3c(c2)C(=O)NC3=O)cc1	8	3	-1.3	-9	0	2	8	6	3
O=C(C1=C[C@@H](c2ccccc2)C[C@@H](OCCCCO)O1)N1CCOCC1	14	3	-0.3	-4	-2	13	1	12	12
COc1cc(C(=O)NCc2ccc3c(c2)cc(C)n3C)cc(OC)c1OC	-9	0	0.6	-2	23	-5	1	-2	4
CS(=O)(=O)c1ccc(NC(=O)c2cc3c(cc2Cl)N2CCCCCC2=NS3(=O)=O)cc1	6	-1	2.0	6	-2	2	0	3	3
CC1CN(c2ccc([N+](=O)[O-])cn2)CC(C)O1 (configuration not stated)	0	-3	-0.1	8	11	0	0	7	10
CC(C)N(Cc1ccccc1)C(=O)COC(=O)c1cc(S(=O)(=O)N(C)C)ccc1N1CCCC1	12	3	0.5	-10	-5	-5	2	4	11
O=C(Nc1ccc(Cl)c(S(=O)(=O)N2CCOCC2)c1)c1ccc(OCC2CCCO2)cc1 (configuration not stated)	26	7	-0.5	-17	-127	24	28	-30	-19
C/C(=N/O)c1cc(C(C)(C)C)c(O)c(C(C)(C)C)c1	6	3	7.0	9	-53	0	-1	14	13
CCN(CC)C(=O)C1=C(C)N(Cc2ccc(C(C)(C)C)cc2)C(=O)C(CC(=O)NCCCCc2ccccc2)C1 (configuration not stated)	0	-1	1.4	4	10	-17	12	-2	-6
O=C1C(=O)N(Cc2cccnc2)C(c2cccc(Br)c2)/C1=C(/O)c1ccc2c(c1)OCO2 (configuration not stated)	-1	-1	0.5	-1	-1	8	0	12	6
CCc1ccc(/C=C2\SC(=S)N(CCC(=O)NCCCN3CCOCC3)C2=O)cc1	-2	-4	1.4	-1	-6	-4	7	9	5
Cc1ccccc1C(=O)Nc1cccc(NC(=O)c2ncn[nH]2)c1	6	-2	1.6	-4	-7	7	0	5	-5
COc1cc(/C=C/C(=O)OCC(=O)NCCN2C(=O)CSC2=O)ccc1OCC#N	0	1	2.1	0	8	-5	2	4	11
COc1ccc(C(=O)N2CCCC(N3CCN(c4ccccc4F)CC3)C2)c(OC)n1 (configuration not stated)	9	-1	-1.9	-4	12	-1	3	5	-7
Cc1cc(C)n(CC(=O)c2cccc([N+](=O)[O-])c2)n1	-2	-2	5.7	11	17	-3	3	9	2
O=C(Cc1ccccc1)NNC1=NS(=O)(=O)c2ccccc21	-4	-4	-1.4	-6	17	-4	-1	-8	-6
CC(C)NC(=O)c1csc([C@@H]2O[C@H](CO)[C@H](O)[C@H](O)[C@H]2O)n1	13	0	x	-2	x	-6	1	14	3
